Bioassay records (PubChem BioAssay)
Fluorescein fluor: compound autofluorescence in fluorescein spectral region; AID 593; Compound autofluorescence, 480/540 nm, fluorescein-equivalent; active compounds read high; actives 0.91% (n = 59,000); max fluorescein-equivalent concentration, M; in the data active = max fluorescein-equivalent concentration above about 10 nM; inconclusive = between about 1.1 nM and that limit
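In this qHTS profile, compound fluorescence was measured with a 480 nm/540 nm filter pair following a 15-min room-temperature incubation in 100 mM Tris (pH 8.0). A six-point fluorescein series on each plate served for normalization.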
HEK293 cAMP ctrl: raises cAMP in parental HEK293 cells, TSHR agonist counter-screen; parental HEK293 CNG cAMP sensor, membrane potential fluorescence; Potency, µM (highest dose often 57.1 µM), inactives show at the highest dose activation, actives largely listed as activators; actives 2.5% (n = 73,000); AID 938; note: potency is the fitted concentration of half-maximal effect; % of control where 0% means no effect; nearly all actives have a fitted effect of over 55% in size
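Parental HEK 293 cells stably expressing a cAMP-gated CNG channel were loaded with membrane potential dye containing 100 uM RO 20-1724 for 60 min. Compound added for 30 min; depolarization read as fluorescence intensity at 590 nm.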
ERK AVP block: vasopressin-driven ERK pathway inhibition; HEK293-V1b, vasopressin-stimulated pERK AlphaScreen; Potency, µM (titrated, usually from 57.5 µM), for the others: at the top dose activity, negative = inhibition, usual class: inhibitors; actives 0.99% (n = 72,000); AID 995; note: potency is the fitted concentration of half-maximal effect; % is set by controls: 0 for no effect and ±100 for the full control effect; nearly all actives have a fitted effect of over 55% in size
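HEK293 cells stably expressing V1b receptor, seeded overnight in 1% FBS, were treated with compounds for 30 min at 37C, then stimulated 5 min with 25 nM vasopressin; phospho-ERK read by AlphaScreen SureFire after lysis.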
Caspase-7 inhib: blocks human caspase-7 allosterically or competitively; P55210; recombinant caspase-7, Ac-DEVD-AFC fluorescence rate; Potency, µM (top dose mostly 57.5 µM), without a hit: top-dose activity change, negative = inhibition, most hits filed as inhibitors; actives 0.02% (n = 75,000); AID 889; active = well fitted inhibition curve with a large enough effect in the main read-out, with a control signal flat, not every such curve was filed as active; inconclusive = small, poorly fitted or top-dose-only effect, or a change in a side signal; note: potency is the fitted concentration of half-maximal effect; % of control where 0% means no effect
TexasRed autofl: compound fluoresces in the Texas Red spectral region. actives 0.06% (n = 59,000). max dye-equivalent concentration, M. Compound fluorescence, Texas Red channel, 547/618 nm; active compounds read high; in the data active = max dye-equivalent concentration above about 10 nM; inconclusive = between about 1.1 nM and that limit
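Fluorescence at ex 547/em 618 nm, normalized against an on-plate Texas Red standard series to give dye-equivalent concentration per compound concentration. Buffer 100 mM Tris, pH 8.0; 15 min RT incubation before CCD imaging.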
Luciferase inh: blocks Photinus pyralis firefly luciferase activity. P08659. purified firefly luciferase, luminescence, 8 min. Potency, µM (doses to about 57.1 µM), for inactives: at the highest dose activity change, negative = inhibition, usual class: inhibitors. actives 2.2% (n = 72,000); note: potency is the fitted concentration of half-maximal effect; % is set by controls: 0 for no effect and ±100 for the full control effect; nearly all actives have a fitted effect of over 40% in size
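Substrate buffer containing 10 uM ATP (pH 7.2 imidazole, Mg2+, KCl, detergent, BSA) is dispensed, compound pinned in, then luciferase/luciferin detector mix added. After 8 min at ambient temperature, light output is measured.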
Caspase-1 inhib: caspase-1 (human) inhibition, allosteric or competitive. P29466. Caspase-1 enzyme, Ac-WEHD-AFC fluorogenic rate. Potency, µM (titrated, usually from 57.5 µM), inactives show at the top dose activity change, negative = inhibition, usual class: inhibitors. actives 0.03% (n = 75,000). AID 900;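 note: potency is the fitted concentration of half-maximal effect; plate controls were vehicle for no effect and no substrate for full effect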
Rhodamine autofl: compound autofluorescence in rhodamine spectral region; Rhodamine-region fluorescence, 547/598 nm, Tris buffer; active compounds read high; max dye-equivalent concentration, M; actives 0.05% (n = 59,000); in the data active = max dye-equivalent concentration above about 11 nM; inconclusive = between about 1.1 nM and that limit
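Read-out is relative fluorescence at 547 nm excitation and 598 nm emission, expressed as dye-equivalent concentration using rhodamine standards on every plate. Each compound was profiled across a concentration series after 15 min in 100 mM Tris, pH 8.0.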
USP2a inh: USP2a (human) protease inhibition | O75604 | USP2a enzymatic assay, qHTS inhibition | Potency, µM (highest dose often 38.3 µM), for inactives: at the highest dose activity change, negative = inhibition, hits mostly inhibitors | actives 0.1% (n = 60,000);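 note: potency is the fitted concentration of half-maximal effect; nearly all actives have a fitted effect of over 60% in size; plate controls were DMSO for no effect and NEM full inhibition control for full effect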
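20 nM USP2 core + cpd, 30 min RT; add 20 nM Ub-PLA2/20 uM NBD C6-HPC; read Ex460/Em535 at 0 h and 2.5 h. Normalized to NEM; qHTS curve fit/classification.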
HADH2 inhib: blocks human hydroxyacyl-CoA dehydrogenase type II. AID 886. Potency, µM (top dose mostly 57.1 µM), without a hit: at the highest dose activity change, negative = inhibition, hits mostly inhibitors. Q99714. actives 3.4% (n = 73,000). recombinant HADH2, NADH fluorescence, beta-hydroxybutyryl-CoA; note: potency is the fitted concentration of half-maximal effect; % is set by controls: 0 for no effect and ±100 for the full control effect; nearly all actives have a fitted effect of over 60% in size; many of its hits are not listed in these tables
Target sequence (Q99714 whole entry, looked up, one chain of several): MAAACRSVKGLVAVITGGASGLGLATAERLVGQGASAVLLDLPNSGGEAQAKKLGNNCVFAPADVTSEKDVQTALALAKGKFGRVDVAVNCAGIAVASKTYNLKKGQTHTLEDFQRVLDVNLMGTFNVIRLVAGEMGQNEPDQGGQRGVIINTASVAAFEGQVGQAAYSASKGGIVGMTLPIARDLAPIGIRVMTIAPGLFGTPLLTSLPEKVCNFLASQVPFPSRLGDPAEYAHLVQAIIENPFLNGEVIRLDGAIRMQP
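NADH fluorescence (ex 360/em 450 nm) read every 30 s for 4 min; activity taken as last-minus-first time point difference. Enzyme 20 nM, NAD+ 1 mM, beta-hydroxybutyryl-CoA 90 uM, pH 9.0 Tris buffer.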
Tau fil binding: binds recombinant human tau filaments; P10636; recombinant tau filaments, thioflavin S fluorescence, 15 h; filaments grown with octadecylsulfate alongside compound; Potency, µM (titrated, usually from 57.1 µM), inactives show at the highest dose activity change, negative = inhibition; actives 2% (n = 71,000); AID 596;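 note: potency is the fitted concentration of half-maximal effect; % is set by controls: 0 for no effect and ±100 for the full control effect; actives lower thioflavin S fluorescence by blocking filaments or displacing dye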
Target sequence (P10636 whole entry, looked up): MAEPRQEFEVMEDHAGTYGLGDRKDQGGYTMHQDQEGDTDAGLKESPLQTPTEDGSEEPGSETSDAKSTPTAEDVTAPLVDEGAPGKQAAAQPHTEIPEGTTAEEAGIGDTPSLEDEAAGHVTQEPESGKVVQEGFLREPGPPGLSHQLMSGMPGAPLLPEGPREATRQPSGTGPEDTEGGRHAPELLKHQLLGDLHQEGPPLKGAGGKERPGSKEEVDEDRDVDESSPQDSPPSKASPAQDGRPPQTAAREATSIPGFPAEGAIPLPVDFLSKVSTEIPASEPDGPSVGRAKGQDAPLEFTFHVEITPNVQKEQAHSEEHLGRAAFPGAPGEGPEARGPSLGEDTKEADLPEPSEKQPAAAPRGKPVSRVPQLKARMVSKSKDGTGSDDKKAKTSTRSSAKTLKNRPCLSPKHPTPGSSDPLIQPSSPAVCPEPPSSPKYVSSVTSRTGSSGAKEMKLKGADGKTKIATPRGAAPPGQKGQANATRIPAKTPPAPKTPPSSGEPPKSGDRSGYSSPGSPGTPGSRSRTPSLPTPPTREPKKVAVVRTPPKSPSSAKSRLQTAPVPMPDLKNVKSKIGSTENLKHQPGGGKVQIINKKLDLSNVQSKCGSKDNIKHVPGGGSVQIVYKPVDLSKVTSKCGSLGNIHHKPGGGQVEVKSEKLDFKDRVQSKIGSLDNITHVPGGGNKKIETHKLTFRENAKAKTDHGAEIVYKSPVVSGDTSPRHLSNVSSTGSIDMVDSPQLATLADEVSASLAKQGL
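His-tagged recombinant human tau (exons 2, 3 and 10 included), 1 uM, was induced to fibrillize by 30 uM sodium octadecylsulfate with compound present. After 15 h at 37 C, thioflavine S fluorescence (ex 450, em 510 nm) was read.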
Numbers without * were called inactive; i = inactive; ? = inconclusive; . = no result given; [ ] = remark or other dose. Unless noted, calls come from the whole dose curve; as a rule, active = well fitted curve in the direction sought with a large enough effect; inconclusive = small, poorly fitted or top-dose-only effect, or another doubt; inactive = no such curve, though single readings can be large; an effect the other way counts as inactive or inconclusive. Some of the compounds tested, so the mix of outcomes need not match the whole.

cpd	structure	Fluorescein fluor	HEK293 cAMP ctrl	ERK AVP block	Caspase-7 inhib	TexasRed autofl	Luciferase inh	Caspase-1 inhib	Rhodamine autofl	USP2a inh	HADH2 inhib	Tau fil binding
1	COc1cccc(NC(=O)c2ccc3c(c2)N(CC(=O)N2CCCCC2)C(=O)C(C)(C)O3)c1	i	11.7%	-16.0%	-9.1%	i	-2.6%	?	i	23.9%	12.5%	12.7%
2	CCCCn1c(SCc2c(C)noc2C)nc2cc(S(N)(=O)=O)ccc21	?	?	-2.3%	5.1%	?	-32.8%	0.5%	i	17.0%	2.5%	5.1%
3	COc1ccccc1N(C(C)=O)C1SC(=O)N(c2ccccc2)C1=O (configuration not stated)	i	7.4%	-9.5%	-1.0%	i	0.1%	-0.6%	i	0.4%	-7.1%	-6.0%
4	CCC/C=C(\CCC)C(NS(=O)(=O)c1ccccc1)c1ccc(C(F)(F)F)cc1 (configuration not stated)	.	?	25.9%	0.0%	.	.	2.7%	.	.	-0.8%	-25.0%
5	CCC(C)N(C(=O)COC(=O)c1cn(CC)c2nc(C)ccc2c1=O)C1CCS(=O)(=O)C1 (configuration not stated)	?	1.0%	-8.0%	-0.9%	i	-33.4%	-3.3%	i	3.8%	8.9%	12.4%
6	CCOC(=O)N1CCN(S(=O)(=O)c2ccc(OC)c(Cl)c2)CC1	?	4.5%	13.2%	-0.2%	i	2.1%	-0.3%	i	3.1%	4.0%	-2.7%
7	O=C1CN(c2nc3ccccc3n3cnnc23)CC(=O)N1CCc1ccccc1	.	-3.2%	-9.7%	-6.2%	.	-0.5%	2.8%	.	.	?	11.6%
8	CC1CCCC(C)N1S(=O)(=O)c1ccc(NC(=O)c2ccccc2C(=O)N2CCOCC2)cc1 (configuration not stated)	i	-2.3%	-27.5%	-0.7%	i	0.3%	-1.3%	i	14.3%	6.4%	5.3%
9	c1ccc(-n2nnnc2-n2cnc3ccccc32)cc1	?	3.0%	?	-1.5%	i	-0.6%	0.7%	i	-16.4%	-6.3%	14.0%
10	CCNc1ccc(C(=O)OCC)cc1NC(=O)c1cccc(S(=O)(=O)N2CCOCC2)c1	i	?	-29.2%	-0.9%	i	2.3%	-0.3%	i	13.5%	-3.5%	0.1%
11	CCOc1ncccc1C(=O)OCC(=O)Nc1cc(C(=O)OC)ccc1C(=O)OC	i	10.6%	-1.9%	-2.2%	?	-7.1%	-1.4%	i	-5.0%	-1.5%	1.6%
12	COc1ccc([C@@H](Nc2ncccn2)c2cc3c(cc2O)OCO3)cc1	i	-1.2%[11.4 µM]	11.5%[11.5 µM]	-2.1%[11.5 µM]	i	4.0%[11.4 µM]	2.2%[11.5 µM]	i	.	-16.4%[11.4 µM]	5.6%[11.4 µM]
13	c1ccc(-c2nc(N3CCCCCC3)c3ccccc3n2)nc1	i	?	?	-1.2%	i	0.1%	-4.1%	i	23.4%	-5.0%	12.6µM*
14	COC(=O)c1ccccc1NC1c2ccccc2C(=O)N1c1cccnc1 (configuration not stated)	.	?	-2.3%	-1.7%	.	2.2%	1.2%	.	.	?	11.4%
15	COc1cc(S(=O)(=O)NC2CCCCC2C)ccc1Cl (configuration not stated)	i	-3.2%	8.4%	-0.9%	i	2.6%	-2.5%	i	-0.2%	-1.6%	-6.7%
16	CN(Cc1nc2ccccc2n1C)S(=O)(=O)c1ccc(F)cc1	?	24.8%	-17.4%	0.1%	i	-5.6%	-0.3%	i	1.8%	12.9%	-6.3%
17	CN1C(=S)SC(N(O)C(=O)NC2CCCCC2)C1(C)C (configuration not stated)	i	1.1%	-5.6%	0.0%	i	2.4%	-1.2%	i	2.3%	-0.8%	-9.9%
18	CC(C)CC(=O)N1CCN(C(=O)CCC2CCCC2)CC1	.	6.7%	14.3%	-1.5%	.	1.3%	-1.4%	.	2.7%	17.9%	-5.5%
19	CN(C)CCNc1nc2c(c(=O)[nH]c(=O)n2C)n1CCCc1ccccc1	.	2.6%	-7.4%	0.8%	.	-0.6%	-0.6%	.	.	-2.8%	11.6%
20	C=CCn1c(Cc2cccs2)nnc1SCC(=O)c1cccc(Br)c1	?	?	?	-4.4%	i	0.1%	-1.4%	i	20.5%	?	-24.1%
21	COc1ccc(CCNC(=O)c2nnn(CC(=O)Nc3ccccc3)c2N)cc1OC	?	12.4%	-3.7%	0.0%	i	0.0%	0.0%	i	6.9%	8.0%	-0.4%
22	CC1CN(S(=O)(=O)c2cccc(C(=O)OCC(=O)Nc3ccc4c(c3)OCO4)c2)CC(C)O1 (configuration not stated)	i	-2.8%	-28.3%	-5.2%	i	0.4%	-3.3%	i	28.0%	2.5%	-20.0%
23	CCn1c(Cc2cccs2)nnc1SCC(=O)Nc1ccc(OC)c(OC)c1	?	8.8%	-12.8%	-1.9%	i	-4.2%	-2.8%	i	10.0%	-0.8%	7.1%
24	CC1(C)CCCN(C(=O)c2coc(=O)c(Br)c2)C1	i	2.3%	10.7%	-9.9%	i	0.8%	-7.3%	i	-1.7%	12.6µM*	-10.6%
25	C/C(CCc1oc2ccccc2c1-c1ccc(C)o1)=N/O	i	14.5%	-5.7%	-2.7%	i	-0.9%	-4.8%	i	?	-16.7%	1.1%
26	CCC(=O)Nc1ccc(C(=O)n2ccc(C)n2)cc1	i	4.0%	16.3%	-1.2%	i	0.0%	2.9%	i	-20.5%	-0.3%	-0.1%
27	COCCCn1c(SCC(=O)OC2CCCCC2)nnc1-c1ccco1	?	29.0%	-5.9%	-1.3%	?	25.1µM*	1.4%	i	14.3%	-2.6%	6.1%
28	COc1cc(C)c(Cl)cc1S(=O)(=O)N(C)C	i	7.6%	-0.9%	-2.5%	i	0.1%	-1.1%	i	-1.4%	11.3%	9.3%
29	NCCNCC1CCNCC1	?	-2.3%[11.4 µM]	-16.0%[11.5 µM]	0.3%[11.5 µM]	?	3.0%[11.4 µM]	-1.5%[11.5 µM]	i	.	-1.0%[11.4 µM]	8.6%[11.4 µM]
30	COC(=O)c1[nH]c(C)c(/C(O)=C2\C(=O)C(=O)N(CCN(C)C)C2c2cc(OC)ccc2OC)c1C (configuration not stated)	i	-0.6%	-12.2%	-1.6%	i	2.8%	-3.6%	i	9.1%	-14.2%	1.3%
31	CCCc1cc(Nc2cccc(OC)c2)n2ncnc2n1	?	7.4%	?	-1.9%	i	0.3%	1.8%	i	9.5%	0.0%	-7.3%
32	O=C(CN(Cc1ccccc1)S(=O)(=O)c1ccccc1)NC1CC1	.	0.5%[11.4 µM]	-6.4%	1.1%	.	-2.7%	0.4%	.	7.9%[7.66 µM]	-2.0%[11.4 µM]	5.9%[11.4 µM]
33	COc1cc(CNCCO)ccc1OCC(=O)Nc1ccc(Br)cc1	?	11.7%	-5.0%	-1.3%	i	0.6%	-3.1%	i	-8.1%	-13.5%	-2.5%
34	N#Cc1ccccc1Cn1c(-c2cscn2)nc2ccccc21	.	29.0%[11.4 µM]	?	1.6%	.	-3.2%	-0.6%	.	0.6%[7.66 µM]	3.4%[11.4 µM]	9.1%[11.4 µM]
35	COc1cccc(-c2ccc3ncnc(Nc4ccccc4)c3c2)c1	i	20µM*	?	-10.0%	i	-0.6%[2.29 µM]	-8.8%	i	186.4%[activator]	?	73.5%
36	CS(=O)(=O)N1CCC[C@@]2(CCN(Cc3ccc(C#N)cc3)C2)C1	?	13.1%	-3.0%	0.7%	i	-1.0%[11.4 µM]	-2.0%	i	-11.7%	-0.3%	9.9%
37	CC(C)Cn1c(Br)nc2c1c(=O)n(CCC#N)c(=O)n2C	?	?	?	-0.2%	i	0.9%	0.1%	i	7.8%	5.2%	8.7%
38	CN1CCN(c2ncncc2-c2ccc(C(=O)N(C)C)cc2)CC1	?	?	3.2%	-7.6%	i	1.5%[2.29 µM]	-5.8%	i	2.4%	2.5%	8.5%
39	CCOC(=O)c1sc(N(Cc2ccccc2)C(=O)CN2C(=O)CN(C)C2=O)nc1C	?	-3.1%	15.5%	-3.7%	i	2.6%	0.0%	i	29.3%	-7.4%	19.7%
40	CN(Cc1ccco1)c1ncnc2ccc(-c3ccc4c(c3)OCO4)cc12	i	15.8µM*	?	-4.9%	i	-0.4%[2.29 µM]	-3.1%	i	15.3%	-22.5%	0.7%
41	O=C(O)CSc1c2c(nc3cc(C(=O)N4CCOCC4)ccc13)CCCC2	?	?	-1.9%	-25.4%	i	0.3%	?	i	2.3%	?	1.5%
42	c1cc(C(c2nnnn2C2CCCC2)N2CCOCC2)ccn1 (configuration not stated)	i	7.3%	1.0%	0.7%	?	2.9%	1.0%	i	-0.9%	-0.7%	-7.4%
43	COc1cc(C2N(c3ccc(Cl)c(Cl)c3)C(=O)C3CCCN32)cc(OC)c1OC (configuration not stated)	i	4.9%	14.6%	-1.4%	i	0.2%	-0.6%	i	17.5%	3.5%	0.0%
44	Cc1nn(-c2ccccc2)c(CC(C)(C)C(=O)O)c1C(=O)O	?	5.6%	-5.9%	-0.7%	i	-0.1%	2.0%	i	-0.1%	-8.5%	3.8%
